High-throughput results (PubChem BioAssay)
TcdB GH inh – inhibitors of Clostridioides difficile toxin B glycohydrolase; inhibition, % at 9.99 µM; P18177; TcdB glycohydrolase enzymatic assay, plate reader; 350,000 compounds, 0.24% hits; in the data active means inhibition above about 10%
The depositor's hits bear a star; & = joins results of further samples. This is a subset; rates above refer to the full screens.

SMILES	TcdB GH inh
O=C(C[C@H]1C[C@@H]2c3cc(NC(=O)C4CCC4)ccc3O[C@@H]2[C@H](CO)O1)NC1CCCC1	-1.2
C[C@H](CO)N1C[C@H](C)[C@@H](CN(C)C(=O)c2ccc(F)cc2)Oc2ncc(C3=CCCC3)cc2C1=O	-0.8
Cc1noc(C)c1NC(=O)N[C@H]1C=C[C@H](CC(=O)NCCCN(C)C)O[C@@H]1CO	-0.6
C[C@H]1CN([C@@H](C)CO)C(=O)Cc2cc(NC(=O)Nc3ccc(F)cc3)ccc2O[C@@H]1CN(C)Cc1ccc(C(=O)Nc2ccccc2N)cc1	-1.0
C[C@H](CO)N1C[C@H](C)[C@H](CN(C)Cc2cccnc2)OCc2cn(nn2)CCCC1=O	-0.3
C[C@H]1CN([C@@H](C)CO)C(=O)c2cc(NC(=O)CCCN(C)C)ccc2O[C@@H]1CN(C)S(=O)(=O)c1cn(C)cn1	-0.2
COc1cccc(CN2CCCCN3[C@H](CO)[C@H](c4ccc(-c5cccc(C#N)c5)cc4)[C@@H]3C2)c1	0.8
C[C@@H]1CN([C@H](C)CO)S(=O)(=O)c2ccc(Br)cc2O[C@H]1CN(C)Cc1ccccn1	0.3
CC(C)NC(=O)Nc1ccc2c(c1)C(=O)N([C@@H](C)CO)C[C@@H](C)[C@@H](CN(C)Cc1ccc(Cl)c(Cl)c1)O2	-0.5
CN1C(=O)c2cc(NC(=O)C3CCOCC3)ccc2OC[C@H]2O[C@H](CC(=O)NCC3CC3)CC[C@H]21	1.1
C[C@H]1CN([C@@H](C)CO)C(=O)c2c(c3ccccc3n2C)-c2ccccc2CO[C@@H]1CN(C)C(=O)Nc1cccc(F)c1	0.8
CN1C(=O)c2cc(NC(=O)C3CCOCC3)ccc2OC[C@H]2O[C@H](CC(=O)NCCc3ccncc3)CC[C@@H]21	-0.9
C[C@H]1CN([C@@H](C)CO)C(=O)c2cc(-c3ccccc3)cnc2O[C@@H]1CN(C)C(=O)Cc1ccccn1	0.6
CN1[C@@H]2c3ccc(/C=C/c4ccccc4)c(=O)n3C[C@@H]2[C@@H](CO)[C@@H]1C(=O)N1CCCCC1	0.9
C[C@H]1CN([C@@H](C)CO)C(=O)Cc2cc(NC(=O)c3ccncc3)ccc2O[C@H]1CN(C)CC1CCCCC1	0.7
O=C(Nc1cccc(Cl)c1)N[C@H]1CC[C@H](CCNC(=O)C2CC2)O[C@H]1CO	0.0
O=C(NCC[C@H]1CC[C@H](NC(=O)C2CC2)[C@@H](CO)O1)c1cnccn1	0.0
CS(=O)(=O)Nc1ccc2c(c1)[C@H]1C[C@H](CC(=O)NCC3CC3)O[C@@H](CO)[C@H]1O2	0.3
CC(C)(C)[S@](=O)N1Cc2cc(C(=O)NC3CCC3)nc(-c3cccc(-c4ccccc4F)c3)c2[C@@H]1CCO	1.5
C[C@@H]1CN([C@@H](C)CO)S(=O)(=O)c2ccc(C#Cc3ccc(F)cc3)cc2O[C@@H]1CN(C)C(=O)c1ccccn1	0.8
C[C@H](CO)N1C[C@H](C)[C@@H](CN(C)C(=O)c2cnccn2)Oc2ncc(/C=C/c3ccccc3)cc2C1=O	-0.1
CN(C)C(=O)C[C@H]1C=C[C@H](NC(=O)C2CCC2)[C@H](CO)O1	0.2
COc1ccc(S(=O)(=O)Nc2cccc3c2O[C@@H](CN(C)Cc2ccccc2)[C@@H](C)CN([C@H](C)CO)C3=O)cc1	-0.9
C[C@@H]1CN([C@@H](C)CO)C(=O)c2cc(-c3ccccc3)cnc2O[C@H]1CN(C)C(=O)c1ccccn1	0.0
Cc1noc(C)c1NC(=O)N[C@@H]1CC[C@@H](CC(=O)NCCCN(C)C)O[C@@H]1CO	0.2
SMILES	TcdB GH inh
C[C@@H]1CCCCO[C@@H](CN(C)Cc2ccc(C(=O)O)cc2)[C@@H](C)CN([C@@H](C)CO)C(=O)c2cc(NS(=O)(=O)c3ccc(Cl)cc3)ccc2O1	-0.6
Cc1ccc(S(=O)(=O)Nc2ccc3c(c2)CC(=O)N([C@H](C)CO)C[C@@H](C)[C@@H](CN(C)C(=O)NC(C)C)O3)cc1	-2.9
CNC(=O)C[C@H]1CC[C@@H]2[C@H](COc3ccc(NC(=O)C4CCCCC4)cc3C(=O)N2C)O1	5.0
CO[C@H](CN(C)C(=O)c1cnccn1)[C@@H](C)CN([C@H](C)CO)S(=O)(=O)c1ccc(C)cc1	0.7
O=C(c1cccnc1)N1CC(=O)N2[C@H](C1)[C@@H](c1ccc(-c3ccccc3F)cc1)[C@@H]2CO	-1.1
Cc1noc(C)c1S(=O)(=O)N(C)C[C@H]1Oc2ccc(NC(=O)Cc3cn(C)c4ccccc34)cc2CC(=O)N([C@@H](C)CO)C[C@@H]1C	0.0
C[C@@H]1CN([C@H](C)CO)C(=O)c2cccc(NC(=O)C3CCCCC3)c2O[C@H]1CN(C)C(=O)NC1CCCCC1	-2.0
COC(=O)C[C@H]1CC[C@H]2[C@@H](COc3ccc(NC(=O)c4cncs4)cc3C(=O)N2C)O1	-0.3
C[C@@H]1CCCCO[C@@H](CN(C)C(=O)c2ccccc2)[C@H](C)CN([C@@H](C)CO)C(=O)c2cc(NC(=O)Nc3ccc(F)cc3)ccc2O1	-2.5
CCCC#Cc1ccc([C@@H]2[C@@H](C#N)N(C(=O)C3CCCC3)[C@H]2CO)cc1	-6.7
C[C@H](CO)N1C[C@H](C)[C@@H](CN(C)S(=O)(=O)c2ccccc2)Oc2c(NC(=O)c3nc4ccccc4s3)cccc2C1=O	1.2
C[C@@H]1CCCCO[C@@H](CN(C)S(=O)(=O)c2cccs2)[C@@H](C)CN([C@@H](C)CO)C(=O)c2cc(NC(=O)CCCN(C)C)ccc2O1	-0.1
CC(C)CN(C[C@@H]1N[C@@H](CO)[C@@H]1c1ccccc1)C(=O)CN(C)C	0.6
C[C@@H]1CCCCO[C@H](CN(C)S(=O)(=O)c2ccc(Cl)cc2)[C@@H](C)CN([C@@H](C)CO)C(=O)c2cc(NS(=O)(=O)c3cccs3)ccc2O1	-0.2
CC=Cc1ccc2n(c1=O)C[C@H]1[C@H](CO)[C@@H](C(=O)NC3CCCC3)N(CCC)[C@@H]21 (mixture of isomers)	0.0
COCC#Cc1ccc2c(c1)O[C@H](CN(C)S(=O)(=O)c1ccc(F)cc1)[C@H](C)CN([C@H](C)CO)S2(=O)=O	-1.5
CC(C)NC(=O)N1[C@@H]2CNC[C@H]1C2c1ccc(-c2cccc(C#N)c2)cc1 (stereo partly specified)	-5.7&0.2
Cc1ccc(S(=O)(=O)N(C)C[C@@H]2OCCCC[C@H](C)Oc3ccc(NS(=O)(=O)c4ccc(F)cc4)cc3C(=O)N([C@H](C)CO)C[C@H]2C)cc1	0.2
COc1ccc2c3c(n(C)c2c1)[C@@H](CO)N(C(=O)c1cnccn1)CC31CN(C)C1	1.2
CC(C)NC(=O)N(C)C[C@@H]1Oc2cc(C#CC(C)(C)O)ccc2S(=O)(=O)N([C@H](C)CO)C[C@@H]1C	-0.3
CNC[C@H]1OCCCC[C@@H](C)Oc2ccc(NC(=O)Nc3ccc(OC)cc3)cc2C(=O)N([C@@H](C)CO)C[C@H]1C	0.4
O=C(Cc1ccccc1)N1CC(=O)N2[C@H](CO)[C@H](c3ccc(C#Cc4ccccc4)cc3)[C@@H]2C1	-3.4
Cc1ccc(S(=O)(=O)Nc2ccc3c(c2)C(=O)N([C@@H](C)CO)C[C@@H](C)[C@@H](CN(C)C(=O)Nc2ccc(F)cc2)OCCCC[C@H](C)O3)cc1	0.5
Cc1ccccc1-c1cnc2c(c1)C(=O)N([C@H](C)CO)C[C@@H](C)[C@H](CN(C)CC1CCOCC1)O2	0.5
C[C@H]1CCCCO[C@H](CN(C)C(=O)Cc2ccccc2)[C@@H](C)CN([C@@H](C)CO)C(=O)c2cc(NC(=O)Cc3ccccc3)ccc2O1	-0.6
SMILES	TcdB GH inh
C[C@@H]1CN([C@H](C)CO)C(=O)c2cccc(NC(=O)C3CCOCC3)c2O[C@@H]1CN(C)S(=O)(=O)c1ccc(Cl)cc1	-0.2
CCC(=O)N(C)C[C@H]1Oc2cc(C#CC(C)(C)O)ccc2S(=O)(=O)N([C@@H](C)CO)C[C@@H]1C	-1.1
C[C@H]1CN([C@@H](C)CO)C(=O)Cc2cc(NC(=O)c3ccncc3)ccc2O[C@@H]1CN(C)Cc1ccc(C(=O)Nc2ccccc2N)cc1	-1.8
C[C@H]1CN([C@@H](C)CO)C(=O)Cc2cc(NC(=O)Cc3cn(C)c4ccccc34)ccc2O[C@H]1CN(C)S(=O)(=O)c1ccc(F)cc1	-1.2
C[C@H]1CN([C@@H](C)CO)C(=O)c2cccc(NC(=O)Nc3ccc4c(c3)OCO4)c2O[C@H]1CN(C)S(=O)(=O)c1cccs1	-0.4
COc1ccc(NC(=O)N(C)C[C@@H]2Oc3c(NC(=O)Nc4ccc5c(c4)OCO5)cccc3C(=O)N([C@@H](C)CO)C[C@@H]2C)cc1	1.4
COc1ccc(NC(=O)Nc2ccc3c(c2)CC(=O)N([C@H](C)CO)C[C@H](C)[C@@H](CN(C)S(=O)(=O)c2c(C)noc2C)O3)cc1	-0.7
C[C@H](CO)N1C[C@H](C)[C@H](CN(C)C(=O)Nc2cccc3ccccc23)OCCCC[C@H](C)Oc2ccc(NC(=O)Nc3ccc(C(F)(F)F)cc3)cc2C1=O	1.0
C[C@H]1CCCCO[C@H](CN(C)Cc2ccccc2)[C@@H](C)CN([C@@H](C)CO)C(=O)c2cc(NC(=O)c3ccncc3)ccc2O1	1.0
O=C(C[C@@H]1CC[C@@H]2[C@H](COC[C@@H](O)CN2S(=O)(=O)c2ccc(Cl)cc2)O1)N[C@@H]1CCN(Cc2ccccc2)C1	-2.3
CCC(=O)N1CC2(C1)[C@H](c1ccccc1)[C@@H](CO)N2CC1CCOCC1	1.0
Cc1noc(C)c1S(=O)(=O)N(C)C[C@H]1Oc2ccc(NS(=O)(=O)c3cn(C)cn3)cc2CC(=O)N([C@H](C)CO)C[C@H]1C	-0.3
CO[C@H]1CN(C)C(=O)c2ccc(NC(=O)C3CC3)cc2OC[C@@H](C)N(CC2CC2)C[C@H]1C	-1.2
O=C(C1CCC1)N1CC[C@@H]2[C@H](CO)Nc3ccc(C#Cc4cccc(F)c4)cc3[C@@H]21	-1.1
C[C@@H]1CN([C@H](C)CO)C(=O)c2cc(NC(=O)C3CCCCC3)ccc2O[C@H]1CN(C)S(C)(=O)=O	-0.4
COc1cccc(CN(C)C[C@H]2OCc3cn(nn3)CCCC(=O)N([C@@H](C)CO)C[C@@H]2C)c1	0.2
CCCC#Cc1cnc2c(c1)C(=O)N([C@H](C)CO)C[C@@H](C)[C@@H](CN(C)Cc1ccccc1)O2	-1.1
C[C@@H]1CCCCO[C@@H](CN(C)Cc2ccc(C(F)(F)F)cc2)[C@H](C)CN([C@H](C)CO)C(=O)c2cc(NS(=O)(=O)c3cn(C)cn3)ccc2O1	2.2
Cc1ccc(S(=O)(=O)Nc2cccc3c2O[C@@H](CN(C)S(C)(=O)=O)[C@@H](C)CN([C@H](C)CO)C3=O)cc1	1.0
C/C=C/c1ccc([C@@H]2[C@H](CO)N(S(C)(=O)=O)C23CN(C(=O)CC)C3)cc1	-0.6
CO[C@H]1O[C@H](CO)[C@@H](OC(=O)Nc2cccc(F)c2)[C@@H]2OC(=O)[C@@H](Cc3ccccc3)C/C=C/C[C@H](Cc3ccccc3)C(=O)O[C@@H]12	-1.6
COc1cccc(-c2ccc([C@H]3[C@H](CO)N(C(C)=O)C34CN(C(C)=O)C4)cc2)c1	0.1
CN(C)C(=O)C[C@H]1C[C@@H]2c3cc(NC(=O)NC4CCCCC4)ccc3O[C@@H]2[C@H](CO)O1	-0.1
CCCC(O)C#Cc1cnc2c(c1)C(=O)N([C@H](C)CO)C[C@H](C)[C@H](CN(C)Cc1ccccc1)O2 (stereo partly specified)	-1.0
Cc1ccc(S(=O)(=O)Nc2ccc3c(c2)C(=O)N([C@@H](C)CO)C[C@@H](C)[C@@H](CN(C)C(=O)c2ccccc2)OCCCC[C@H](C)O3)cc1	0.8
CO[C@H]1CN(C)C(=O)c2cc(NC(=O)NC(C)C)ccc2OC[C@@H](C)N(C(=O)CN(C)C)C[C@H]1C	-0.2
C[C@H](CO)N1C[C@H](C)[C@H](CN(C)Cc2cccnc2)Oc2cc(Br)ccc2S1(=O)=O	0.4
COC(=O)C[C@@H]1CC[C@H](NC(=O)c2ccccc2)[C@H](CO)O1	0.6
C[C@@H]1CCCCO[C@H](CN(C)Cc2ccccc2)[C@@H](C)CN([C@H](C)CO)C(=O)c2cc(NS(C)(=O)=O)ccc2O1	0.3

2 entries from above, as comma-separated lines.
Structure,TcdB GH inh
Cc1noc(C)c1S(=O)(=O)N(C)C[C@H]1Oc2ccc(NS(=O)(=O)c3cn(C)cn3)cc2CC(=O)N([C@H](C)CO)C[C@H]1C,-0.3
CO[C@H]1CN(C)C(=O)c2ccc(NC(=O)C3CC3)cc2OC[C@@H](C)N(CC2CC2)C[C@H]1C,-1.2

Four of the compounds above, with bars between the fields.
canonical_smiles | TcdB GH inh
C[C@H](CO)N1C[C@H](C)[C@H](CN(C)Cc2cccnc2)OCc2cn(nn2)CCCC1=O | -0.3
CN1C(=O)c2cc(NC(=O)C3CCOCC3)ccc2OC[C@H]2O[C@H](CC(=O)NCC3CC3)CC[C@H]21 | 1.1
CN(C)C(=O)C[C@H]1C[C@@H]2c3cc(NC(=O)NC4CCCCC4)ccc3O[C@@H]2[C@H](CO)O1 | -0.1
CN1[C@@H]2c3ccc(/C=C/c4ccccc4)c(=O)n3C[C@@H]2[C@@H](CO)[C@@H]1C(=O)N1CCCCC1 | 0.9

No new results follow: three of the compounds above.
SMILES	TcdB GH inh
C[C@@H]1CN([C@H](C)CO)C(=O)c2cccc(NC(=O)C3CCOCC3)c2O[C@@H]1CN(C)S(=O)(=O)c1ccc(Cl)cc1	-0.2
CCC(=O)N(C)C[C@H]1Oc2cc(C#CC(C)(C)O)ccc2S(=O)(=O)N([C@@H](C)CO)C[C@@H]1C	-1.1
C[C@H]1CN([C@@H](C)CO)C(=O)Cc2cc(NC(=O)c3ccncc3)ccc2O[C@@H]1CN(C)Cc1ccc(C(=O)Nc2ccccc2N)cc1	-1.8
